# Screening data as filed in PubChem BioAssay.
# RmlCD inh 1536 – M. tuberculosis RmlC/RmlD coupled enzyme inhibitors, primary screen, biochemical, compound mixtures, 384-well, from 1536-well plates; RmlC+RmlD coupled enzyme assay, percent inhibition; primary screen in compound mixtures; inhibition, % at 3.6 µM; 160,000 tested, 0.03% active; AID 1533, 2009; in the data active = inhibition mostly above about 34%, no sharp cut-off; inconclusive = no clear call, values can overlap the other calls; inactive = mostly below about 22%; note: some results filed as inactive read as strong as hits
# Target sequence (P9WH09 whole entry, looked up): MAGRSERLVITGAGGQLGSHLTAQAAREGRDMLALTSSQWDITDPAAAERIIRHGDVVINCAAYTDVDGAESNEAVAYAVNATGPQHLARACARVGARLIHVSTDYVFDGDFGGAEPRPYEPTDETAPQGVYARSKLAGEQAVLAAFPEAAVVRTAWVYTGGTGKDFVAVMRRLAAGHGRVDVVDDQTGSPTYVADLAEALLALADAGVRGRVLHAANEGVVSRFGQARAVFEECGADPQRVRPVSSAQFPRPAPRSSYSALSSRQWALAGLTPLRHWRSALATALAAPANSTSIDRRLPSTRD
# Target sequence (P9WH11 whole entry, looked up): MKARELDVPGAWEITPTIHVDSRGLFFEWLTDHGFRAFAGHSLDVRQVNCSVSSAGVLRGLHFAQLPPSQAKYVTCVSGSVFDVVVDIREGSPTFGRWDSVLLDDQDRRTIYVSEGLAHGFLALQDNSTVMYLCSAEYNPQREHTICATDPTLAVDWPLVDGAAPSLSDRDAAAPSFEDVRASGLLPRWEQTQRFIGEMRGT
# GlmU inhibition – inhibition of mycobacterial GlmU enzyme – biochemical, glucosamine-1-phosphate acetyltransferase (AID 1376); Bifunctional protein GlmU (Mycobacterium tuberculosis (strain ATCC 25618 / H37Rv)); M. tuberculosis GlmU acetyltransferase enzyme assay; higher % means a stronger effect; one-dose inhibition, %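 (tested at 30 µM in the primary screen)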; IC50 in µM for titrated hits; 220,000 tested, 0.25% active; in the data active = inhibition above about 13%; inconclusive = no clear call, values can overlap the other calls;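 note: 0% = complete reaction with vehicle and 100% = reaction without substrate; strong numbers were not always called active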
# * hit, by the source's call; ? = inconclusive; / = no result given.
# Preview:
SMILES,RmlCD inh 1536,GlmU inhibition
NC(=O)CNC(=O)[C@@H]1CC2(CC(c3ccccc3)=NO2)CN1C(=O)c1ccc(Br)cc1 (some centres not stated),-1,1.1%
Cc1nnc(SCc2ccc([N+](=O)[O-])cc2)[nH]c1=O,-12,-1.8%

# Main list, repeating the preview:
SMILES,RmlCD inh 1536,GlmU inhibition
NC(=O)CNC(=O)[C@@H]1CC2(CC(c3ccccc3)=NO2)CN1C(=O)c1ccc(Br)cc1 (some centres not stated),-1,1.1%
Cc1nnc(SCc2ccc([N+](=O)[O-])cc2)[nH]c1=O,-12,-1.8%
Cc1cc(-c2ccc(N3CCOCC3)cc2)nc2ccccc12,2,-5.1%
Cc1cc(C2=NNC(=NCCc3ccccc3)SC2)c(C)n1CC1CCCO1 (configuration not stated),-11,-4.2%
O=C(/C=C/c1ccccc1)NCCc1ccc2c(c1)OCCO2,7,-7.5%
COc1cccc(C(=O)Nc2ccc(N(C)C)cc2)c1OC,/,-1.1%
CC(=O)C1=C(O)C(=O)N(CCN2CCOCC2)C1c1ccc(N(C)C)cc1 (configuration not stated),/,4.6%
Cc1ccsc1C1NC(=O)c2ccccc2N1 (configuration not stated),/,-1.0%
CC(=O)NC12CC3CC(C1)CC(C(=O)OCC(=O)NC(=O)c1cccn1C)(C3)C2,5,2.8%
CNC(=S)N1CCc2ccccc2C1,1,0.9%
c1coc(C2OCC3(CO2)COC(c2ccco2)OC3)c1 (configuration not stated),-6,-1.1%
Cc1ccc(C(=O)CSc2n[nH]c(-c3ccco3)n2)cc1C,-6,-0.7%

# Reprinted from the part before: 5 entries, followed by the next part.
SMILES,RmlCD inh 1536,GlmU inhibition
Cc1ccsc1C1NC(=O)c2ccccc2N1 (configuration not stated),/,-1.0%
CC(=O)NC12CC3CC(C1)CC(C(=O)OCC(=O)NC(=O)c1cccn1C)(C3)C2,5,2.8%
CNC(=S)N1CCc2ccccc2C1,1,0.9%
c1coc(C2OCC3(CO2)COC(c2ccco2)OC3)c1 (configuration not stated),-6,-1.1%
Cc1ccc(C(=O)CSc2n[nH]c(-c3ccco3)n2)cc1C,-6,-0.7%
CC(C)(C)c1cc(C(=O)C[n+]2ccc(C(=O)NCCCO)cc2)cc(C(C)(C)C)c1O,6,-1.8%
CCN(CC)S(=O)(=O)c1ccc(N(C)C)c(NC(=O)CC(NC(C)=O)c2ccccc2)c1 (configuration not stated),0,-1.9%
CN(C)c1cc(-c2ccc([N+](=O)[O-])cc2)oc(=O)c1Cl,-10,1.6%
COc1ccc(C2C(C#N)=C(N)Oc3cc(N)ccc32)cc1OC (configuration not stated),/,-4.1%
O=C(COC(=O)C1CCCC1)NCc1ccc(Cl)cc1,2,7.4%
CC1(C(=O)Nc2nnc(SCc3ccccc3)s2)Cc2ccccc2C(=O)O1 (configuration not stated),11,1.3%
CCOC(=O)C1C(=O)CC(C)(O)C(C(=O)OCC)C1c1ccc([N+](=O)[O-])cc1 (configuration not stated),3,-4.9%
CCOC(=O)c1ccc2c(c1)C(=O)N(C1CCCCC1)C2=O,101,-3.2%
O=C(Nc1ccc(Cl)cc1)C1CCN(C(=O)NC2CCCCC2)CC1,30,2.7%
O=C(N/N=C/c1coc2ccccc2c1=O)c1cn(-c2ccccc2)nc1-c1ccc(F)cc1,9,1.5%
O=C1CN2Cc3c(ccc(Cl)c3Cl)N=C2N1,/,3.4%
O=C1NN=COc2ccccc21,4,2.4%
Cn1cc(C(=O)N/N=C/c2cccs2)c2ccccc21,1,-3.9%
O=C(COC(=O)c1cncc(Br)c1)NCc1ccccc1Cl,3,0.9%
O=C(c1ccco1)N1CCN(S(=O)(=O)c2ccc(S(=O)(=O)NC3CCCCC3)cc2)CC1,-5,1.4%
O=C(Nc1nn[nH]n1)c1cccc([N+](=O)[O-])c1,/,-2.3%
COc1ccc(CC(NC(C)=O)C(=O)NC2CCN(C(=O)c3cc(OC)c(OC)c(OC)c3)CC2)cc1 (configuration not stated),-5,-1.7%
Cc1ccccc1C(=O)N/N=C1\SCC(=O)N1Cc1ccco1,-16,-5.2%
COC(=O)CC1C(=O)NC(C)=C1C(=O)OC (configuration not stated),-4,-2.6%
Nc1c(NC2CCCCC2)c2ccccc2oc1=O,/,1.7%
Cn1cc(CN2CCC(C(=O)N3CCCCC3)CC2)c(-c2ccccc2F)n1,/,-0.3%
CCOc1cc(C=O)ccc1OCc1cc(=O)n2cc(C)ccc2n1,/,2.6%
C#CCNC(=O)C1=C[C@H](c2ccc(C(F)(F)F)cc2)C[C@H](OCCCCO)O1,/,5.0%
Cc1cc(Br)c2c(c1)/C(=C/C(=O)c1cccs1)C(=O)N2,2,-6.6%
COc1ccc(NC(=O)C(Cc2ccccc2)n2cccc2)c(OC)c1 (configuration not stated),-8,-2.7%
COCCN(CC(=O)Oc1ccccc1P(=O)(OC)OC)Cc1ccccc1,-11,-3.7%
COc1cccc(NC(=O)N2CCC(N3CCCCC3)CC2)c1,/,-4.5%
Cn1c(=O)oc2cc(S(=O)(=O)N3CCC(C(=O)N4CC=C(c5ccccc5)CC4)CC3)ccc21,-5,-3.3%
COCCN(CCOC)S(=O)(=O)c1ccc(Cl)nc1,23,-5.3%
Brc1ccc(-c2nnc(-c3cccc(Br)c3)o2)cc1,20,2.5%
CC(C)(C)c1cc(NC(=O)CSc2nnc(NCc3ccccc3)s2)n(-c2ccccc2)n1,-5,1.6%
Cc1ccc2c(n1)CC(C)(C)C/C2=N\O,/,2.4%
Cc1cc(=O)oc2cc(OCc3ccc(S(=O)(=O)N4CCOCC4)cc3)ccc12,10,2.3%
CN(c1nc(-c2ccccc2)cs1)C1CCS(=O)(=O)C1 (configuration not stated),5,-6.2%
O=C(O)CCCCCNC(=O)Nc1ccc2c(c1)OCCO2,4,-4.0%
COc1ccc(-n2c(=S)[nH]c3cc(C(=O)NCc4ccco4)ccc3c2=O)c(OC)c1,/,2.2%
O=C(NN=C(Cc1ccccc1)Cc1ccccc1)c1ccccc1O,-3,-0.9%
Cc1onc(-c2ccccc2Cl)c1C(=O)Nc1nnc(-c2ccc(F)cc2)s1,22,0.8%
Cc1ccccc1NC(=S)N/N=C1\CC(C)(C)Oc2ccc(O)cc21,5,-0.7%
COc1cc(NC(=O)c2cccc(Cl)c2)c(OC)cc1NC(=O)CN1CCOCC1,/,1.4%
COc1ccc(-c2noc(CCC(=O)NC3CCCC3)n2)cc1,-2,-1.0%
CCN(CC)S(=O)(=O)c1cccc(-c2nnc(SCC(=O)NC3CCCC3)n2N)c1,-13,7.7%
COc1ccccc1NC(=O)CN1CCC(c2nc3ccc(C)cc3[nH]2)CC1,6,-6.3%
Oc1cc(-c2ccccc2)c2ccccc2c1,6,0.1%
CCCCC1=CC2=CC(=O)C(C)(OC(=O)CC)C(=O)C2=CN1CC(C)C (configuration not stated),-8,-2.4%
CCOc1cc(NC(=O)c2ccccn2)c(OCC)cc1NC(=O)c1ccccc1,7,8.5%
Cc1sc2nc(C3CC3)nc(NCCNS(=O)(=O)c3ccccc3)c2c1C,/,-5.0%
Cc1ccc(-n2ccnc2SCC(=O)O)cc1C,11,9.9%
CCC(=O)NC(=S)Nc1cccc(Cl)c1N1CCCCC1,17,-0.5%
COc1ccc2oc(=O)c(C(=O)N3CCN(c4ccccc4C)CC3)cc2c1,-3,2.0%
NS(=O)(=O)c1ccc(NC2(C(=O)O)CCCC2)cc1,-7,-1.2%
C=CCn1c(SCCOC)nc2c1c(=O)[nH]c(=O)n2C,5,2.1%
C=CCn1c(SCC(=O)/C(C#N)=C(\C)N)nnc1C1CCCCC1,/,3.3%
COc1ccc(CCNc2oc(COc3ccccc3Cl)nc2C#N)cc1OC,-5,7.9%
Cc1ccc(OCC(O)Cn2nc(C)cc2C)cc1 (configuration not stated),-3,5.8%
COC(=O)CSc1nnc(CNC(=O)c2ccc(OC)cc2OC)n1C,9,3.5%
CCC1=[N+](CC(=O)c2ccc(C)cc2)CCn2c(C)ccc21,12,1.1%
COc1cc(C(C)=O)ccc1OCC(O)CN1CCN(S(=O)(=O)c2ccccc2)CC1 (configuration not stated),/,0.2%
CCOC(=O)C1=C(C)NC(SCC(=O)O)=NC1c1ccccc1 (configuration not stated),?,-0.2%
Cc1c(Nc2ncnc3nc[nH]c23)c(=O)n(-c2ccccc2)n1C,-4,0.1%
# (listing goes on)
SMILES,RmlCD inh 1536,GlmU inhibition
O=C1Nc2ccccc2/C1=N/c1sc2c(c1C(=O)NCCc1ccccc1)CCCC2,12,/
CCOc1ccc(Nc2nc(Cc3nnc(SCC(N)=O)o3)cs2)cc1,-2,7.4%
COc1ccc(/C(N)=N/OC(=O)c2cccs2)cc1,-5,2.8%
O=C(O)C[C@H](O)C[C@H](O)/C=C/c1c(C2CC2)nc2ccccc2c1-c1ccc(F)cc1,/,8.6%
C/C(=N\NC(=O)c1ccc2c(c1)OCO2)c1ccc(C(=O)O)s1,-24,-2.1%
CCN1CCCC(CO)(Cc2ccccc2)C1 (configuration not stated),-6,-5.4%
O=C(CCCc1nc2ccccc2s1)NC(c1ccccc1)c1ccccc1,-11,2.0%
C=CCOC(=O)/C(=C/c1ccco1)NC(=O)/C=C/c1ccccc1,-1,-6.8%
O=C(O)c1cccnc1SC1CC(=O)N(CCc2ccccc2)C1=O (configuration not stated),4,0.6%
COc1ccc(NC2=NC(C)(CO)CS2)cc1 (configuration not stated),-2,2.8%
COc1ccccc1/C=C/C(=O)NC(=S)N(C)C1CCCCC1,3,4.0%
CCOC(=O)c1ccc2nc(Nc3nc4ccc(F)cc4s3)sc2c1,3,2.3%
CCCn1nnc(NC(=O)c2ccccc2Br)n1,-2,3.8%
CCCc1cc(=O)[nH]c(SCC(=O)c2cc(C)n(C3CC3)c2C)n1,-5,7.2%
CCN(CC)CC(C)CNC(=O)CC(C(=O)N1CCc2ccccc21)n1ccnc1 (configuration not stated),13,1.2%
Clc1ccc(Oc2cccc(/C=N/n3cnnc3)c2)cc1,/,-3.6%
Cn1cccc1/C=N/NC(=O)c1cc(-c2cccs2)nc2ccccc12,/,2.8%
COc1ccc(C(C[N+](=O)[O-])n2nc(C)cc2C)cc1 (configuration not stated),-8,-4.4%
O=C(c1cc2c(s1)CCCCC2)N1CCN(c2ncccn2)CC1,/,1.2%
COc1ccc(N2CCN(Cc3cc(OC)c(O)c([N+](=O)[O-])c3)CC2)cc1,/,1.4%
COc1ccc(C2=NN(C(=O)c3cccs3)C(c3ccccc3O)C2)cc1 (configuration not stated),-8,-9.7%
Cc1ccc(N2CC(c3nc4ccccc4n3C)CC2=O)cc1 (configuration not stated),-1,-1.7%
C/C(=C1\SC(N2CCOCC2)=NC1=O)c1ccccc1,17,5.9%
COc1ccccc1C1/C(=C(/O)c2ccc(Cl)cc2)C(=O)C(=O)N1CCN1CCOCC1 (configuration not stated),-3,4.0%

# Four entries from above, with tabs:
canonical_smiles	RmlCD inh 1536	GlmU inhibition
CC1(C(=O)Nc2nnc(SCc3ccccc3)s2)Cc2ccccc2C(=O)O1 (configuration not stated)	11	1.3%
CCOC(=O)C1C(=O)CC(C)(O)C(C(=O)OCC)C1c1ccc([N+](=O)[O-])cc1 (configuration not stated)	3	-4.9%
CCOC(=O)c1ccc2c(c1)C(=O)N(C1CCCCC1)C2=O	101	-3.2%
O=C(Nc1ccc(Cl)cc1)C1CCN(C(=O)NC2CCCCC2)CC1	30	2.7%

# Next results follow:
SMILES,RmlCD inh 1536,GlmU inhibition
COc1ccc(C(=O)COC(=O)CCn2nnc(-c3cccs3)n2)cc1,9,-2.1%
Cc1cc(C(=O)Nc2ccccn2)no1,3,-0.8%
COc1ccccc1Nc1nc(C)c(C(=O)Nc2ccccc2)s1,/,-1.3%
NC(=O)c1ccc(NC(=O)COC(=O)c2ccc([N+](=O)[O-])cc2)cc1,12,/
COc1ccc(N(CC(=O)NCc2ccccc2OC)S(=O)(=O)c2ccccc2[N+](=O)[O-])c(OC)c1,-4,8.3%
COc1ccc(CNC(=O)CCSCc2ccccc2C)cc1,0,-0.2%
C/C(=N\NC(=O)OC(C)(C)C)c1ccccc1Br,/,4.0%
CC(C)CCn1c(O)c(N=Nc2ccccn2)c2ccccc21,9,-3.3%
Nc1nc(C(F)(F)F)cc(=O)[nH]1,-11,0.0%
Cc1c(NC(=O)c2cc(-c3ccc4c(c3)OCO4)on2)c(=O)n(-c2ccccc2)n1C,5,-0.1%
Cc1ccc(O)c(CCc2ccc(O)cc2)n1,-7,1.5%
NC(=O)c1c(NC(=O)CCCn2cnc([N+](=O)[O-])n2)sc2c1CCCC2,15,2.8%
COc1ccc(Cc2nnc(NS(=O)(=O)Cc3ccccc3)s2)cc1,8,6.6%
O=C(N/N=C/c1cc(Cl)ccc1O)c1ccc(Br)cc1,/,0.6%
CCCCn1c(O)c(C(CC)=NCc2ccc(F)cc2)c(=O)[nH]c1=O,/,6.7%

# Reformatted: entries from further up.
SMILES	RmlCD inh 1536	GlmU inhibition
Nc1nc(C(F)(F)F)cc(=O)[nH]1	-11	0.0%
Cc1c(NC(=O)c2cc(-c3ccc4c(c3)OCO4)on2)c(=O)n(-c2ccccc2)n1C	5	-0.1%
Cc1ccc(O)c(CCc2ccc(O)cc2)n1	-7	1.5%

# A portion of the library; count on the stated rates, not on these rows.
